Compound activity (PubChem)
XIAP antagonists: XIAP antagonists, biochemical, IAP family, fluorescence polarization (AID 1018); E3 ubiquitin-protein ligase XIAP (Homo sapiens); XIAP BIR domain, fluorescence polarization peptide displacement; higher % means a stronger effect; displacement, % at 20 µM, or IC50 in µM where a hit was titrated; actives 0.007% (n = 200,000); in the data active = displacement above about 50%; also: a part of the inactive calls stands beside numbers as strong as those of hits
LYP phosphatase: inhibitors of LYP phosphatase, biochemical, fluorescence intensity, uHTS (AID 1779); Tyrosine-protein phosphatase non-receptor type 22 (Homo sapiens); recombinant LYP phosphatase, fluorescence intensity; higher % means a stronger effect; inhibition, % at 11.5 µM, or IC50 in µM where a hit was titrated; actives 0.054% (n = 290,000);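 also: plate controls were vehicle with enzyme for no effect and no enzyme for full effect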
P. falciparum M17LAP: P. falciparum M17LAP inhibitors, primary screen, biochemical, fluorogenic H-Leu-NHMec substrate, 1536-well (AID 1619); inhibition, % at 30 µM; hits with a dose series show IC50 in µM; actives 0.38% (n = 220,000); recombinant M17LAP, H-Leu-NHMec fluorogenic kinetic assay; higher % means a stronger effect; Leucine aminopeptidase (Plasmodium falciparum (isolate 3D7));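 active = compound inhibiting the enzyme by more than half at any dose during confirmatory dose-response retesting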;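 also: plate controls were full reaction with DMSO carrier for no effect and no enzyme background for full effect; strong numbers were not always called active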
PMI inhibitors: inhibitors of human PMI, primary screen, biochemical, fluorescence intensity, coupled assay (AID 1209). Mannose-6-phosphate isomerase (Homo sapiens). purified PMI enzyme, coupled fluorescence intensity; higher % means a stronger effect. inhibition, % at 20 µM, or IC50 in µM where a hit was titrated. actives 0.42% (n = 190,000);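 also: plate controls were DMSO vehicle for no effect and wells lacking substrate for full effect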
WT yeast gro inh: growth inhibition of WT strain, primary screen, mitochondrial fusion inhibitor project, WT and mutant strains, chemical genetic; mitochondrial fusion phenotypic screen; inhibition, % at 10 µM; actives 2.1% (n = 190,000); in the data active = inhibition above about 58%; tested in S. cerevisiae
Yfh1-depleted yeast: enhancers of respiration in Yfh1-depleted yeast, dose response, Friedreich's ataxia, plus single-dose screen (AID 1465); S. cerevisiae Yfh1-off respiration, WST-1 reduction, 72 h; higher fold induction means a stronger effect; fold induction at 50 µM; hits with a dose series show EC50 in µM; actives 0.074% (n = 220,000);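 active = fold induction of absorbance versus untreated yeast above a set limit, then at least 30% activation at any dose in follow-up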;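 also: activators that raise dye reduction in frataxin-depleted yeast; strong numbers were not always called active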
M1AAP inhibition: P. falciparum M1AAP inhibitors, biochemical, fluorogenic H-Leu-NHMec substrate, 1536-well (AID 1445); Aminopeptidase N (Plasmodium falciparum (isolate 3D7)); recombinant M1AAP, H-Leu-NHMec fluorogenic kinetic assay; higher % means a stronger effect; inhibition, % at 30 µM; hits with a dose series show IC50 in µM; actives 0.42% (n = 220,000);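 active = primary inhibition above the hit cutoff, then over 50% inhibition at one or more dose response concentrations, cut at about 23% in these data, passing the limit was not always enough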;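 also: plate controls were DMSO full reaction for no effect and no enzyme background for full effect; strong numbers were not always called active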
TNAP activation fold: human TNAP enzyme activators, primary screen, biochemical, luminescent, no phosphate acceptor, uHTS (AID 1001); purified TNAP, luminescent activation assay, no phosphate acceptor; higher activation fold means a stronger effect; activation fold at 20 µM; hits with a dose series show EC50 in µM; actives 0.03% (n = 200,000); in the data active = activation fold from about 3, or a potency from the dose series; inactive = the rest, 99 in 100 with activation fold below about 1.6; also: many of its hits are not listed in these tables
human PMI inhibitors: human PMI inhibitors, high substrate, primary screen, biochemical, fluorescence intensity, high mannose 6-phosphate (AID 1220) | Mannose-6-phosphate isomerase (Homo sapiens) | one-dose inhibition, % at 20 µM; IC50 in µM for titrated hits | recombinant PMI enzyme, coupled fluorescence intensity; higher % means a stronger effect | actives 0.66% (n = 190,000)
WT yeast gro inh mutant strain: further read-out of WT yeast gro inh, marked with its call; inhibition, %; mitochondrial fusion phenotypic screen, mutant strain inhibition
Numbers without * were called inactive; i = inactive; / = not tested or not shown. Rule as the data show it, unless noted: active = inhibition above about 50%; inactive = the rest.

SMILES	XIAP antagonists	LYP phosphatase	P. falciparum M17LAP	PMI inhibitors	WT yeast gro inh	WT yeast gro inh mutant strain	Yfh1-depleted yeast	M1AAP inhibition	TNAP activation fold	human PMI inhibitors
CCOC(=O)C1CCCN(C(=O)c2cccc(S(=O)(=O)N3CCOCC3)c2)C1 (stereo not given)	-3.4%	-5%	-1%	-8%	0	-19	i	7%	1	-10%
COc1ccccc1NC(=O)CCC(=O)N/N=C(/C)c1ccc(C)cc1	-0.3%	-3%	5%	-9%	5	5	i	0%	1.2	0%
Cc1nc(N)sc1-c1csc(Nc2ncccn2)n1	-4.2%	-37%	8%	5%	-5	7	i	13%	1.2	30%
CCOc1ccc(NC(=O)C2CCC(C)(C(=O)O)C2(C)C)cc1 (stereo not given)	5.1%	-1%	40%	-12%	-11	6	i	-3%	1.2	-3%
FC(F)(F)c1cc(C(F)(F)F)c2ccc(N/N=C/c3cccc(Cl)c3)nc2n1	-27%	-5%	-7%	-11%	4	-1	i	-7%	1	-9%
Cc1c(C#N)c2ccccc2n1CC(=O)NCc1ccccc1	-6.5%	-5%	-5%	-12%	7	0	i	1%	1.1	-12%
O=c1oc2cc(OCc3ccc(F)cc3F)ccc2cc1-c1ccccn1	-10%	-6%	-16%	8%	5	-6	i	7%	1.1	8%
Nc1ccc2c(c1)C/C(=C/c1ccco1)C2=O	-3.5%	42%	-22%	-35%	5	4	i	12%	1	-40%
Cc1cc(CN(C)Cc2c(C(=O)N3CCCCCCC3)nc3ccc(Cl)cn23)n[nH]1	-2.4%	-2%	5%	6%	13	1	i	13%	1.1	-7%
O=C(CS(=O)c1cccc(C(F)(F)F)c1)Nc1ccc(Cl)cc1Cl (stereo not given)	-6.7%	3%	-4%	3%	16	10	i	2%	0.9	4%
Nc1nnc(SCC(=O)OCc2ccc(Cl)c(Cl)c2)s1	-2.5%	3%	13%	12%	-8	-3	i	7%	1.1	7%
O=C(O)c1ccccc1C(=O)N1CCN(c2ccccc2)CC1	-3.8%	-9%	-20%	-2%	-18	-2	i	-6%	1.1	1%
CNC(=S)N1N=C(c2ccc(OC)cc2)CC1c1ccccc1Cl (stereo not given)	/	2%	14%	/	/	/	i	6%	/	/
CN1CCN(C(=O)CCC(=O)O)CC1	/	-8%	-3%	/	/	/	i	-6%	/	/
COc1ccc(S(=O)(=O)N(CCc2ccccc2)CC(=O)NC(C)C)cc1	-5.2%	-5%	-7%	20%	11	-12	i	13%	1.1	18%
CCOC(=O)C1(CCOC)CCN(C(C)CCc2ccc(OC)cc2)CC1 (stereo not given)	-5.8%	-3%	/	3%	-13	9	i	/	1.1	2%
O=C(Cn1ccccc1=O)c1cccs1	-5.1%	-6%	-12%	5%	-6	0	i	1%	1.1	14%
CCOC(=O)Cc1cc(=O)n2[nH]c(C)c(C#N)c2n1	-8.6%	-2%	-18%	-11%	14	-9	i	-1%	1	-12%
COC(=O)c1cc(-c2ccccc2)sc1NC(=O)c1cc(C)on1	-4.7%	-13%	-1%	-9%	-1	-3	i	1%	1.1	-10%
O=C(Nn1cnnc1)c1cc([N+](=O)[O-])cc([N+](=O)[O-])c1	-3.9%	-8%	-6%	-7%	1	-2	i	2%	1.1	3%

Exported with bars between the fields: entries from further up
compound | XIAP antagonists | LYP phosphatase | P. falciparum M17LAP | PMI inhibitors | WT yeast gro inh | WT yeast gro inh mutant strain | Yfh1-depleted yeast | M1AAP inhibition | TNAP activation fold | human PMI inhibitors
CN1CCN(C(=O)CCC(=O)O)CC1 | / | -8% | -3% | / | / | / | i | -6% | / | /
Cc1nc(N)sc1-c1csc(Nc2ncccn2)n1 | -4.2% | -37% | 8% | 5% | -5 | 7 | i | 13% | 1.2 | 30%

Going on with the list.
SMILES	XIAP antagonists	LYP phosphatase	P. falciparum M17LAP	PMI inhibitors	WT yeast gro inh	WT yeast gro inh mutant strain	Yfh1-depleted yeast	M1AAP inhibition	TNAP activation fold	human PMI inhibitors
O=C(CC1(O)C(=O)Nc2ccccc21)c1cccnc1 (stereo not given)	-6.8%	-9%	-5%	0%	11	8	i	-3%	1.1	-7%
NC1=NC[C@H](c2ccccc2)N1CCc1cccc(F)c1	/	-9%	-6%	/	/	/	i	-2%	/	/
COc1ccc(-n2cnc3c(sc4nccc(N(C)C)c43)c2=O)cc1	-2.1%	3%	-3%	4%	6	6	i	3%	1.1	4%
COc1ccc(C(=O)Nc2c3c(nn2-c2cccc(Cl)c2)CS(=O)C3)cc1 (stereo not given)	-4.3%	-6%	1%	2%	-12	4	i	1%	1.1	1%
Cc1cc(NC(=O)c2cc(C(C)C)on2)no1	-4.1%	-6%	8%	-3%	-2	-3	i	-2%	1.1	0%
CC(=O)Nc1ccc(NC(=O)c2cccc(-c3cc4ccccc4oc3=O)c2)cc1	-4.4%	-3%	11%	1%	-4	-13	i	6%	1	9%
CCOC(=O)CN1C(=O)C(O)=C(C(C)=O)C1c1ccc([N+](=O)[O-])cc1 (stereo not given)	-3.2%	-4%	11%	1%	5	9	i	6%	1	-10%
O=C1S/C(=C/c2ccc(N3CCOCC3)o2)C(=O)N1Cc1c(F)cccc1Cl	-5.8%	-3%	0%	24%	0	8	i	5%	1	6%
COc1ccc(NC(=O)COc2ccc(C(=O)OCC(=O)N(C(C)C)C(C)C)cc2OC)cc1	-3.6%	-4%	18%	-1%	6	0	i	5%	1.1	2%
COc1ccc(NC(=S)NCc2cccs2)c(OC)c1	-5.9%	-10%	3%	1%	-23	-3	i	-5%	1	2%
N#Cc1c(Oc2ccc3ccccc3c2)sc(C(=O)c2ccccc2)c1N	-5.0%	-2%	6%	5%	-1	-6	i	-3%	1	3%
Cc1cccc(NC(=O)COC(=O)c2cc3ccccc3oc2=O)c1	-4.7%	-1%	-3%	-7%	7	5	i	4%	1.1	-5%
CCn1nnc(NC(=O)COc2ccc(C3CCCCC3)cc2)n1	-3.1%	-9%	-2%	12%	16	8	i	2%	1.1	10%
CCC1CCCCN1C(=O)CSc1nc2c(c(=O)n(C)c(=O)n2C)n1C (stereo not given)	-2.1%	-2%	/	2%	-2	-6	i	/	1	-1%
CCn1c(CNC(=O)COc2c(C)cccc2C)nnc1SCC(=O)Nc1nccs1	-1.3%	-9%	7%	-1%	0	9	i	1%	1	-7%
O=C(NCc1ccccn1)c1cccn1-c1ncc(C(F)(F)F)cc1Cl	-3.7%	-8%	25%	2%	-9	5	i	12%	1.1	2%
O=C(NCc1cn2ccsc2n1)c1c(F)cccc1Cl	1.5%	-4%	4%	4%	6	4	i	1%	1	5%
O=S(=O)(c1ccc(Oc2ccc(S(=O)(=O)N(CCO)CCO)cc2)cc1)N(CCO)CCO	-1.0%	-5%	-7%	-6%	-6	-31	i	-2%	1.1	0%
COc1ccc(C(c2c(C)n(C)n(-c3ccccc3)c2=O)c2c(C)n(C)n(-c3ccccc3)c2=O)cc1O	-10%	-8%	3%	-9%	-11	-11	i	2%	1.1	9%
COC(=O)c1ccc(Oc2nc(N3CCCCC3)nc(N3CCOCC3)n2)cc1	-3.2%	14%	4%	9%	7	18	i	1%	1.1	5%

Quoted from the listing:
For TNAP activation fold, O=S(=O)(c1ccc(Oc2ccc(S(=O)(=O)N(CCO)CCO)cc2)cc1)N(CCO)CCO is listed with 1.1
For WT yeast gro inh mutant strain, CC(=O)Nc1ccc(NC(=O)c2cccc(-c3cc4ccccc4oc3=O)c2)cc1 is listed with -13

(list continues)
SMILES	XIAP antagonists	LYP phosphatase	P. falciparum M17LAP	PMI inhibitors	WT yeast gro inh	WT yeast gro inh mutant strain	Yfh1-depleted yeast	M1AAP inhibition	TNAP activation fold	human PMI inhibitors
Cn1c(SCc2cccc(C(F)(F)F)c2)nnc1-c1ccco1	-1.6%	-3%	3%	-8%	-1	8	i	2%	1.1	0%
CC(C)CC1NC(=O)N(CC(=O)N2CCN(S(=O)(=O)c3ccc4ccccc4c3)CC2)C1=O (stereo not given)	-1.9%	0%	2%	9%	-11	-8	i	1%	1.1	10%
CS(=O)(=O)N1CCN(c2ncccn2)CC1	0.1%	-3%	-6%	8%	-1	-9	i	2%	1.1	4%
Cc1ccc(S(=O)(=O)NCCN=C(CN2CCOCC2)NS(=O)(=O)c2ccc(C)cc2)cc1	-5.5%	-4%	-8%	8%	22	27	i	-1%	1	4%
O=C(COc1ccc([N+](=O)[O-])cc1)NCc1cccnc1	-2.9%	-9%	8%	-12%	-7	13	i	6%	1.1	-9%
CCCCCc1cc(=O)oc2c(C(CCN3CCCCC3)c3cc(OC)c(OC)c(OC)c3)c(OC)cc(OC)c12 (stereo not given)	/	-3%	-5%	/	/	/	i	5%	/	/
COC(=O)c1n[nH]nc1-c1ccccc1	-3.8%	-2%	-1%	4%	-10	-20	i	-1%	1	4%
COC(=O)c1cc(C(=O)Nc2nnc(CC(C)C)s2)cc([N+](=O)[O-])c1	-5.1%	1%	16%	-10%	-8	1	i	7%	1.1	-3%
N#CCCn1cc(C(=O)Nc2ccc(C(=O)O)cc2)c(-c2ccc([N+](=O)[O-])cc2)n1	-1.5%	-1%	7%	-13%	10	10	i	8%	1.1	2%
Cc1ccc(-c2csc3nnc(SCC(=O)N4CCN(Cc5ccccc5)CC4)n23)cc1	0.0%	-3%	13%	-7%	-7	8	i	7%	1	-32%
CC(C(=O)Nc1cccnc1)n1cc([N+](=O)[O-])cn1 (stereo not given)	-4.8%	-2%	-2%	-5%	-7	0	i	-5%	1.1	-2%
Cc1cc(-c2nnc(CCC(=O)N(C)Cc3cccc4ccccc34)o2)no1	0.0%	1%	/	7%	17	8	i	/	1.1	7%
Cc1c([N+](=O)[O-])cc(C(=O)Nc2ccc(Cc3ccncc3)cc2)cc1[N+](=O)[O-]	-11%	-2%	10%	2%	38	13	i	4%	1	4%
C/C(=N\NS(=O)(=O)c1ccc(Cl)c([N+](=O)[O-])c1)c1ccc(C)o1	-1.8%	-2%	-21%	-3%	34	-1	i	9%	1.1	-31%
COc1ccc(C(=O)N2CCC(C(=O)c3c(C)cc(C)cc3C)CC2)cc1	/	-5%	-3%	/	/	/	i	-4%	/	/
COc1ccc2[nH]c(C)c(CCN(Cc3cccs3)C(=S)Nc3ccccc3OC)c2c1	-3.4%	4%	6%	12%	11	4	i	14%	1.2	-14%
CCCC(=O)NCc1ccncc1	-5.9%	-3%	-2%	3%	-21	19	i	9%	1.1	2%
CCOC(=O)N1CCN(C(=O)c2ccccc2NC(=O)c2ccc(OC)cc2)CC1	-11%	2%	-1%	13%	5	3	i	2%	1	11%
Cc1ccccc1OCCNC(=S)Nc1ccccc1	-2.1%	-3%	3%	6%	7	0	i	-5%	1	7%
Cc1cc(C)nc(SCc2cccc(C(=O)O)c2)n1	-6.4%	-8%	10%	12%	-6	7	i	5%	1.1	6%
Cc1ccc(N2C(S)=C(C#N)C(=O)NC2c2cccs2)cc1 (stereo not given)	-9.2%	-9%	6%	12%	-8	-16	i	5%	1.1	10%
Cc1ccc(C(=O)N2CCC(Cc3ccccc3)CC2)cc1[N+](=O)[O-]	-3.7%	0%	2%	0%	39	30	i	4%	1.1	-7%
CCCc1nc(N)c(C#N)c(-c2ccco2)c1CC	2.9%	-6%	12%	9%	7	12	i	5%	1	-2%

Random draw from the library (roughly 3.7% active in at least one column).
